Screens deposited in PubChem by National Center for Advancing Translational Sciences (NCATS).
Tb PFK block: inhibitors of T. brucei phosphofructokinase | Potency, µM (titrated, usually from 57.5 µM), inactives show at the highest dose activity, negative = inhibition, hits mostly inhibitors | 0.17% of 330,000 active | T. brucei PFK, ADP-Glo luminescence;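 note: potency is the fitted concentration of half-maximal effect; 0% = uninhibited 1x PFK enzyme wells and -100% = no-enzyme wells; nearly all actives have a fitted effect of over 60% in size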
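In TEA buffer at pH 8.0 with 5 mM MgCl2, enzyme (1.25 nM) converted F6P (0.5 mM) and ATP (0.1 mM) for 45 min at room temperature. ADP product was read by luciferase luminescence.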
S-ASM inh: blocks human secretory acid sphingomyelinase; 0.006% of 340,000 active; P17405; Potency, µM (doses to about 57.5 µM), without a hit: at the highest dose activity change, negative = inhibition, usual class: inhibitors; placental ASM, HMU-PC fluorogenic substrate, 60 min; note: potency is the fitted concentration of half-maximal effect
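Fluorescence read-out (Ex 386 nm, Em 447 nm) after stopping the reaction at pH 10. Enzyme: ASM from human placenta; substrate HMU-PC0, 9 uM final; 60 min, 37 °C. Compound preincubation 10 min, ambient temperature.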
Mito fusion act: inhibitors of mitochondrial division or activators of mitochondrial fusion | S. cerevisiae fusion-defective mutant growth rescue, CellTiterGlo 48 h | Potency, µM (top dose mostly 46.1 µM), without a hit: at the top dose growth rescue (activation), most hits filed as activators | 0.23% of 320,000 active | AID 485298;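 note: potency is the fitted concentration of half-maximal effect; % of control where 0% means no effect; nearly all actives have a fitted effect of over 45% in size; temperature-sensitive fusion mutants such as fzo1-1 at 37 °C on non-fermentable ethanol glycerol medium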
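Growth-rescue viability read-out: after 48 h at the non-permissive 37C in glycerol/ethanol YPEG, yeast mitochondrial fusion mutants are measured by CellTiterGlo luminescence; compounds (23 nl pinned per well) restoring growth score as division inhibitors or fusion activators.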
TSHR antag: human thyrotropin receptor antagonism | 0.2% of 330,000 active | TSHR-expressing cells, TSH-stimulated cAMP HTRF, 2 h; stronger effect = lower value | activity change, negative = inhibition, % at 11.5 µM | P16473 | AID 504810;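 active = activity change below a set negative limit, meaning inhibition stronger than a set level, cut at about -70% in these data; inconclusive = activity change between two set negative limits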; note: % is set by controls: 0 for no effect and ±100 for the full control effect
Target sequence (P16473 whole entry, looked up): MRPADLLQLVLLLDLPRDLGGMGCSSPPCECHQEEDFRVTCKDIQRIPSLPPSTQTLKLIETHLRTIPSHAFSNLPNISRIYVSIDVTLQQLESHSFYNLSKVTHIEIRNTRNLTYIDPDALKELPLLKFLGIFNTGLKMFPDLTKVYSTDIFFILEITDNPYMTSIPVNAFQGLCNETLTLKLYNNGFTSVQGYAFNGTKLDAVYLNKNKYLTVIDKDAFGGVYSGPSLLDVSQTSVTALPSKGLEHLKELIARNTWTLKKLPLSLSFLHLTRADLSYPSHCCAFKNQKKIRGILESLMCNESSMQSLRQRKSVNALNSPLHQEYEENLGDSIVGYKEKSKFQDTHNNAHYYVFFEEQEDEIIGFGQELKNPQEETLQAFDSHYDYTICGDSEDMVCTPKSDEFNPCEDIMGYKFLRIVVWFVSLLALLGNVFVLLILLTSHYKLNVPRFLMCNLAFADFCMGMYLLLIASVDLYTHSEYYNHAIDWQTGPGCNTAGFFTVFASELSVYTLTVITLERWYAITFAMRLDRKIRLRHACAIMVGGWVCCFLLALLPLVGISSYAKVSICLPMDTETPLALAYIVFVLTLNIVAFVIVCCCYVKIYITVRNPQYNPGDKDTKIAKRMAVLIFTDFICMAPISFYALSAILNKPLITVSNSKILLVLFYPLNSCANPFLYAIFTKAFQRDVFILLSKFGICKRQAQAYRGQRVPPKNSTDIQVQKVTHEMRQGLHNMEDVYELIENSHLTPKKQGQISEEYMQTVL
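Read-out is FRET at 665 nm (cryptate excitation 337 nm) from a cryptate-tagged anti-cAMP antibody, competed by cell cAMP against cAMP-d2. Compounds are tested on freshly harvested TSHR cells challenged with 4nM TSH (EC80) for 2 hours at 37 deg C.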
ELG1 DNA repair: ELG1-dependent DNA repair inhibition. 2.3% of 330,000 active. HEK293T ELG1-luciferase reporter, luminescence, 16 h; DNA damage induced by 5-fluorouridine. AID 504467. Potency, µM (titrated, usually from 46.1 µM), inactives show at the highest dose activity change, negative = inhibition, actives largely listed as inhibitors; note: potency is the fitted concentration of half-maximal effect; % is set by controls: 0 for no effect and ±100 for the full control effect; nearly all actives have a fitted effect of over 55% in size
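Reporter activity after DNA damage by 5-fluorouridine is monitored. Compound-treated cells incubate 16 hr at 37 °C, then ONE-Glo is added for 30 min before luminescence reading.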
TCR act: T cell receptor activation; primary human leukocytes, anti-CD3, IL-2 HTRF, 48 h; Potency, µM (doses to about 9.22 µM), for the others: top-dose activation of IL-2 secretion, actives largely listed as activators; 330,000 tested, under 10 active; note: % of control where 0% means no effect
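TCR engagement came from a-CD3 beads alone, with compounds added to primary human leukocytes for 48 hr. Secreted IL-2 bridged europium cryptate- and d2-labelled anti-IL-2 antibodies, giving FRET emission at 665nm after 320nm excitation.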
BCR signal inh: inhibitors of chronic active B-cell receptor signaling. ABC-DLBCL IkBa-CBG/CBR reporter, luminescence ratio, 4 h. Potency, µM (doses to about 46.1 µM), for the others: at the top dose ratio change, negative = lower green/red ratio, most hits filed as inhibitors. 0.05% of 340,000 active. AID 493014; active = well fitted inhibition curve with a large enough effect in the signal ratio, with a control signal flat, not every such curve was filed as active; inconclusive = small, poorly fitted or top-dose-only effect, or effect the other way, or a change in a side signal; the % refers to the signal ratio;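 note: potency is the fitted concentration of half-maximal effect; plate controls were basal doxycycline-induced cells for no effect and cells given 10 µM MG132 for full effect; MG132 reads +100%, hits lower the ratio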
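TMD8 human ABC-DLBCL cells with doxycycline-inducible IκBα–green luciferase fusion and unfused red luciferase, in 0.5% FBS medium; compounds up to 46 uM, 4 h at 37C. Green/red luminescence ratio, filter-overlap corrected, fitted to concentration-response curves.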
Eya2 phos inh: blocks the phosphatase activity of human Eya2 | recombinant Eya2, OMFP fluorescence dephosphorylation (OMFP is methylfluorescein phosphate) | Potency, µM (titrated, usually from 76.9 µM), for the others: at the highest dose activity, negative = inhibition, usual class: inhibitors | 0.006% of 330,000 active | AID 488837; note: potency is the fitted concentration of half-maximal effect; % is set by controls: 0 for no effect and ±100 for the full control effect
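Eya2 protein (added as 0.2 uM solution) was preincubated with compound for 10 min at ambient temperature in 50 mM HEPES pH 7.5, 50 mM NaCl, 5 uM MgCl2, 0.05% BSA, 1 mM DTT. OMFP (added at 50 uM) then reacted 10 min; fluorescence read at 485/525 nm.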
PTAP TSG101 blk: blocks PTAP/TSG101 interaction to inhibit HIV-1 budding; Potency, µM (titrated, usually from 115 µM), for the others: at the top dose activity change, negative = inhibition, usual class: inhibitors; AID 493005; Fluorescence polarization, FITC-PTAP peptide / Tsg101 binding; Q99816; 340,000 tested, under 10 active; active = well fitted inhibition curve with a large enough effect in the main read-out, with a control signal flat, not every such curve was filed as active; inconclusive = small, poorly fitted or top-dose-only effect, or effect the other way, or a change in a side signal; inactive = no such curve, though single readings can be large or run the other way; note: potency is the fitted concentration of half-maximal effect; % of control where 0% means no effect
Target sequence (Q99816 whole entry, looked up): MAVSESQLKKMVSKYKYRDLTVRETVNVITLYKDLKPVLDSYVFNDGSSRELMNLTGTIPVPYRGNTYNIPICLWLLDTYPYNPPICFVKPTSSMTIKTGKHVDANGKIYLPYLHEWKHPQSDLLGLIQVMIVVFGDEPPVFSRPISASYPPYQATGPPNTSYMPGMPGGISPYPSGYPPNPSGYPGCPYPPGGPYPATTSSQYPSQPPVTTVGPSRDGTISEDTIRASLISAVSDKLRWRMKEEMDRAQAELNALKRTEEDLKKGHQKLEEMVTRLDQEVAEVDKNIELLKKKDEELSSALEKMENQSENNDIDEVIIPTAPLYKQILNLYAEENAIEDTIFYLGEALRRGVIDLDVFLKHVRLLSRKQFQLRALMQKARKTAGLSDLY
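FP read-out: FITC-PTAP peptide, 50 nM final, binding Tsg101 binding domain, 10 uM final; 20 min, r.t.; 10 mM HEPES pH 7.5, 0.15 M NaCl, 0.01% Tween 20, 3 mM EDTA, 0.1 mM TCEP.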
a7 integrin act: activates integrin-mediated alleviation for muscular dystrophy; alpha7betagal myoblasts, beta-gal FDG fluorescence, 48 h; Potency, µM (top dose mostly 38.3 µM), for the others: top-dose activation, usual class: activators; 0.064% of 350,000 active; AID 624291;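 note: potency is the fitted concentration of half-maximal effect; 100% = response of the positive control SU9516; nearly all actives have a fitted effect of over 60% in size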
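alpha7betagal+/- myoblasts (passage 13, 250/well) treated 48 h at 37C with compounds at 1:260 dilution of DMSO stock. Lysed, then beta-galactosidase activity read as FDG fluorescence (ex 480/em 540) after 30 min, with pre-read for autofluorescence.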
A-T KAP1 phos: potential ataxia-telangiectasia treatments restoring KAP-1 phosphorylation | […] A-T fibroblasts, KAP-1 phosphorylation AlphaLISA; neocarzinostatin DNA damage 30 min before lysis | Potency, µM (doses to about 57.5 µM), for inactives: at the highest dose activation, usual class: activators | 0.19% of 320,000 active; note: potency is the fitted concentration of half-maximal effect; % of control where 0% means no effect; nearly all actives have a fitted effect of over 45% in size
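hTERT-immortalized A-T patient fibroblasts ([…]), 500 cells/well in OPTI-MEM, 1% FBS, got compounds for 60 min, then NCS for 30 min at 37C. Lysates were then assayed for phospho-KAP-1 by AlphaLISA (anti-pKAP1 donor, anti-KAP1 acceptor beads), 6 hr at 25C.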
Active calls of the source: *; i = inactive; ? = inconclusive; . = no result given; [ ] = another dose, or the depositor's remark. Unless noted, calls come from the whole dose curve; as a rule, active = well fitted curve in the direction sought with a large enough effect; inconclusive = small, poorly fitted or top-dose-only effect, or another doubt; inactive = no such curve, though single readings can be large; an effect the other way counts as inactive or inconclusive. An unsorted share of the library; about 3.2% have a hit in one of these screens.

SMILES	Tb PFK block	S-ASM inh	Mito fusion act	TSHR antag	ELG1 DNA repair	TCR act	BCR signal inh	Eya2 phos inh	PTAP TSG101 blk	a7 integrin act	A-T KAP1 phos
Cc1ccc(S(=O)(=O)Nc2nc(C)cc(-n3nc(C)cc3C)n2)cc1	3.3%	-0.6%	1.9%	-5.7	17.6%	-5.0%	?	-4.0%	-12.0%	2.6%	3.1%
CCC(CC)C(=O)c1c[nH]c(C(=O)NCc2ccccc2)c1	3.0%	3.7%	6.6%	-6.8	-9.6%	10.1%	3.3%	1.1%	-2.7%	-7.4%	-4.5%
CCC(C)NC(=O)c1cc2c(=O)n3ccccc3nc2s1 (stereo not given)	0.5%	i	7.8%	-4.0	?	-0.5%	-7.0%	-0.4%	0.0%	-43.6%[inhibitor]	21.8%
N#Cc1ccc(COC(=O)c2ccc(N3CCCC3)c([N+](=O)[O-])c2)cc1	0.0%	-8.0%	-5.9%	-8.8	-23.0%	-8.4%[46.1 µM]	?	-3.9%	-1.4%	2.1%	-1.4%
Cc1cc(C)n2nc3nc(N4CCCC4)nc(-c4ccccc4)c3c2n1	4.5%	155.2%[activator]	17.5%	-2.4	10.3µM*	-2.8%	10.4%	13.1%	-8.1%	-3.0%	5.7%
O=C1C(c2ccc(F)cc2)N(Cc2ccc3c(c2)OCO3)C(=O)CN1C1CCCC1 (stereo not given)	-1.3%	3.6%	9.7%	3.3	-1.6%	-7.3%	5.1%	0.4%	-7.5%	-9.9%	-0.8%
CCN(CC)C(=O)c1ccc(Cn2cc([N+](=O)[O-])cn2)o1	0.4%	1.3%	-1.2%	-2.1	9.9%	-1.7%	-5.7%	-0.8%	-0.3%	-14.3%	4.3%[11.5 µM]
Cc1cc(NS(=O)(=O)c2ccc(NC(=O)COc3ccc(Cl)cc3)cc2)no1	5.36µM*	-3.0%	-8.6%	-5.8	0.4%	-1.3%	?	-6.6%	0.0%	10.0%	-4.7%
Cc1ccc(-n2c(C)cc(C(=O)COc3cccnc3[N+](=O)[O-])c2C)cc1	-1.9%	-0.2%	-4.5%	-7.4	?	-1.7%[46.1 µM]	-10.5%	-10.5%	-1.2%	-11.9%	-1.8%
COc1ccccc1C(=O)N1CCN(c2cccc(C(F)(F)F)c2)CC1	-4.4%	-0.5%	-5.6%	-6.6	?	12.2%	-16.8%	8.8%	-4.2%	26.5%	8.2%
COc1ccc(NC(=O)C2CCCN2C(=O)OC(C)(C)C)cc1 (stereo not given)	-4.0%	1.2%	-9.2%	-6.1	3.1%	1.5%	0.0%	-13.5%	-4.3%	-25.4%	-1.4%
Cc1cccc(OCCC(=O)Nc2cc(S(=O)(=O)N3CCCCC3)ccc2N2CCOCC2)c1	1.3%	-3.4%	-0.9%	-1.8	?	-1.1%	-2.2%	-2.0%	-1.1%	10.6%	-3.0%
Cc1ncc([N+](=O)[O-])n1CC(=O)NC(C)(C)C	-5.8%	6.3%	-2.6%	-1.0	19.3%	-4.5%[46.1 µM]	10.5%	0.2%	-5.9%	?	0.3%
COc1ccc(CNC(=O)C(c2ccc(C)o2)N(Cc2cccs2)C(=O)Cc2cccs2)cc1 (stereo not given)	-1.1%	-4.9%	20.8%	65.8	20.6µM*	0.2%[46.1 µM]	?	-5.6%	-0.6%	1.9%	.
COc1ccc(NC(=O)N(Cc2cccs2)Cc2cc3cc4c(cc3[nH]c2=O)OCO4)cc1	3.3%	.	?	11.9	20.6µM*	4.7%[46.1 µM]	1.3%	0.7%	.	.	-1.5%
O=C(NCc1cccnc1)c1nc(-c2ccc(C(F)(F)F)cc2)no1	1.3%	-1.7%	-0.3%	-2.1	?	-5.6%	-2.7%	4.5%	-1.1%	-8.8%	-6.7%
Cc1ccc(/C=N/OC(=O)c2nn(C)cc2Cl)cc1	-0.3%	9.9%	-2.2%	-9.2	?	-0.1%	?	10.7%	-0.8%	-8.6%	-1.3%
CC(c1ccccc1)N1C(=O)c2ccc(C(=O)NCc3cccnc3)cc2C1=O (stereo not given)	-16.8%	-1.8%	3.3%	9.5	-0.8%	2.2%	-0.1%	-10.1%	-3.0%	?	4.9%
Cc1cc(OCCN2CCCCC2)nc2ccccc12	2.3%	6.3%	-1.3%	-3.5	-10.2%	-2.0%	?	4.5%	-11.1%	20.1%	3.1%
COc1ccccc1CCN1CCCC(CN(C)C(=O)c2ccoc2)C1 (stereo not given)	-1.9%	2.9%	-3.6%	1.5	0.0%	1.2%	-4.2%	2.9%	-1.2%	2.7%	2.6%

In a second layout: entries from further up.
Values run as follows: Tb PFK block | S-ASM inh | Mito fusion act | TSHR antag | ELG1 DNA repair | TCR act | BCR signal inh | Eya2 phos inh | PTAP TSG101 blk | a7 integrin act | A-T KAP1 phos
CC(c1ccccc1)N1C(=O)c2ccc(C(=O)NCc3cccnc3)cc2C1=O (stereo not given)
  -16.8% | -1.8% | 3.3% | 9.5 | -0.8% | 2.2% | -0.1% | -10.1% | -3.0% | ? | 4.9%
Cc1ccc(-n2c(C)cc(C(=O)COc3cccnc3[N+](=O)[O-])c2C)cc1
  -1.9% | -0.2% | -4.5% | -7.4 | ? | -1.7%[46.1 µM] | -10.5% | -10.5% | -1.2% | -11.9% | -1.8%
O=C(NCc1cccnc1)c1nc(-c2ccc(C(F)(F)F)cc2)no1
  1.3% | -1.7% | -0.3% | -2.1 | ? | -5.6% | -2.7% | 4.5% | -1.1% | -8.8% | -6.7%
Cc1ccc(/C=N/OC(=O)c2nn(C)cc2Cl)cc1
  -0.3% | 9.9% | -2.2% | -9.2 | ? | -0.1% | ? | 10.7% | -0.8% | -8.6% | -1.3%

Additional results follow.
SMILES	Tb PFK block	S-ASM inh	Mito fusion act	TSHR antag	ELG1 DNA repair	TCR act	BCR signal inh	Eya2 phos inh	PTAP TSG101 blk	a7 integrin act	A-T KAP1 phos
O=C(CN1C(=O)C2CCCCC2C1=O)Nc1ccc(OC(F)F)c(Cl)c1 (stereo not given)	-0.3%	-1.7%	0.2%	10.0	2.2%	7.0%	-2.8%	0.1%	-1.0%	-18.5%	9.7%
CC(C)C(C(=O)NCc1ccco1)N(CC1CCCO1)C(=O)CNS(=O)(=O)c1ccc(F)cc1 (stereo not given)	0.1%	-9.4%	-4.9%	0.2	?	2.3%	0.1%	-12.1%	-3.0%	-13.3%	1.3%
O=C1N[C@H](Cc2ccccc2)COC(=O)[C@@H](Cc2ccc(F)cc2)CC/C=C/C[C@H]1CC(=O)N(CCO)Cc1ccccc1	-0.5%	-11.5%	.	-10.2	20.6µM*	-14.5%	?	-11.1%	-5.6%	-23.5%	-20.5%
O=C(Nc1cnn(Cc2ccc(F)cc2)c1)c1noc2c1CCCC2	-24.7%	-3.8%	12.3%	-9.2	0.411µM*	2.0%	8.3%	0.6%	-5.9%	53.7%	1.3%
Cc1ccc(NC2CCCN(C(=O)c3cc(C(C)C)[nH]n3)C2)cc1C (stereo not given)	-4.8%	-1.8%	0.1%	-0.8	-1.4%	-3.5%	6.0%	-7.4%	.	-20.2%	8.9%
CN(C)c1ccc(/C=N/NC(=O)c2sccc2-n2cccc2)cc1	4.0%	9.7%	0.3%	-6.5	?	0.0%	-13.5%	0.9%	-10.5%	16.9%	1.0%
COc1ccccc1C(C(=O)NC1CCCC1)N(C(=O)c1csnn1)C1CC1 (stereo not given)	-10.6%	2.5%	3.16µM*	5.9	?	0.9%	7.6%	1.7%	-0.5%	-4.1%	3.2%
CCOc1ccccc1NC1=CC(=O)CC(c2ccccc2)C1 (stereo not given)	-2.7%	0.7%	0.5%	-7.1	-24.2%	0.7%	-10.8%	4.8%	-1.6%	-8.7%	3.8%
Cc1cccc(N(CC(=O)N2CCN(C)CC2)S(=O)(=O)c2ccccc2)c1	-0.1%	2.6%	0.6%	3.7	8.3%	1.7%	-1.3%	-12.2%	1.2%	3.0%	4.0%
